RAD54 branch: inhibitors of human RAD54 branch migration, primary screen, biochemical, fluorescence, single point; inhibition, % at 10.4 µM; 0.14% of 360,000 active; AID 602329, 2012; RAD54 Holliday junction branch migration, FAM/BHQ fluorescence;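 active means mean normalized replicate activity at least 40 and at least half of replicates scoring 40 or more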;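 further: 0% = median of neutral control wells and 100% = median of positive control wells; inhibitors cause a drop in the FAM fluorescence signal; in these data hits start at about 50%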
Target sequence (Q92698 whole entry, looked up): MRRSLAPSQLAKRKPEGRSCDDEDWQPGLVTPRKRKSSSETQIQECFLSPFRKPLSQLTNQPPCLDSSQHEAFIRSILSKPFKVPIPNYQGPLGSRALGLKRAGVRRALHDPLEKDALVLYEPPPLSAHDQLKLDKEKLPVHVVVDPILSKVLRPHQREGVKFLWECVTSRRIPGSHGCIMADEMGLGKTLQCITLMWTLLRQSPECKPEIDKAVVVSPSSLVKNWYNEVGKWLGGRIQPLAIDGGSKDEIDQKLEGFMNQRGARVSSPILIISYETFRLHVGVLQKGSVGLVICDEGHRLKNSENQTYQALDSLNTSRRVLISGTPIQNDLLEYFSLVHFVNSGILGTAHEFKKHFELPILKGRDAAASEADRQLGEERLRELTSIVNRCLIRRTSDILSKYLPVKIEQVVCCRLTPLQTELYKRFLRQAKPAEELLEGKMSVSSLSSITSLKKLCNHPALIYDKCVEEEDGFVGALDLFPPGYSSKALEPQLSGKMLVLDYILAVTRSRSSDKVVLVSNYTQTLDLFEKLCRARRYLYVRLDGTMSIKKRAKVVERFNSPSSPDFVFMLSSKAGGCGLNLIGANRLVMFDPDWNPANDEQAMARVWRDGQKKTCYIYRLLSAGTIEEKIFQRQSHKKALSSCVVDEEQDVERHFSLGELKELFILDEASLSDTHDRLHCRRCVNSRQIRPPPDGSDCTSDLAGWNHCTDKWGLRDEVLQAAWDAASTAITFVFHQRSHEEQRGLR
Active calls of the source: *.

What do the screens show for `Cc1c(Cl)cccc1Nc1nc(N)nc(CN2CCc3ccccc3C2)n1`?
RAD54 branch: -4

Results for O=C(Nc1cccc(F)c1)c1ccc(-c2cccnc2)c2ccoc12 ?
RAD54 branch: 2

What do the screens show for `COc1ccc(C(=O)Nc2c(F)c(F)c(F)c(F)c2F)c(OC)c1`?
RAD54 branch: -1

What do the screens show for `CCCc1ccc(-c2csc(NC(=O)Cc3cccs3)n2)cc1`?
RAD54 branch: -1

Results for COc1cc(OC)c2c(-c3ccccc3)cc(=O)oc2c1C(CCN1CCCCC1)c1ccc(N(C)C)cc1 (configuration not stated) ?
RAD54 branch: 7

How did COc1ccc(C)cc1NC(=S)NNC(=O)c1ccccc1Cl do in these assays?
RAD54 branch: 2

What do the screens show for `O=C1Nc2ccc(S(=O)(=O)N3CCCC3)c3ccc(S(=O)(=O)N4CCCC4)c1c23`?
RAD54 branch: 0

Results for COC(=O)c1cccc(NC(=O)CCCOc2ccccc2)c1 ?
RAD54 branch: -4

Results for COc1ccc(OC)c(S(=O)(=O)Nc2ccccc2C(=O)O)c1 ?
RAD54 branch: -7

Results for CCC1c2ccc(C)n2CCN1C(=O)Nc1cc(Cl)ccc1OC (configuration not stated) ?
RAD54 branch: -15

What do the screens show for `CCCn1nnnc1SCC(=O)NCc1ccc2c(c1)OCO2`?
RAD54 branch: 0

How did CC(=O)NC1=NN(C(C)=O)C(C)(c2cccs2)S1 (configuration not stated) do in these assays?
RAD54 branch: 2

What do the screens show for `CCc1ccc(N=CC23c4ccccc4C(c4ccccc42)C2C(=O)N(c4ccc(OC)cc4)C(=O)C23)cc1` (configuration not stated)?
RAD54 branch: -3

How did CC(C)(C)Sc1ccc(N)nc1 do in these assays?
RAD54 branch: -11

Results for O=C1/C(=C/Nc2ccc3c(c2)OCO3)CCc2ccccc21 ?
RAD54 branch: -3

Results for COc1cc2c(C(=O)NCCCN3CCN(c4cccc(Cl)c4)CC3)cn(C)c(=O)c2cc1OC ?
RAD54 branch: -3

What do the screens show for `Cc1cc(C(=O)COC(=O)c2cc(O)c3ccccc3c2O)c(C)n1CC1CCCO1` (configuration not stated)?
RAD54 branch: -9

Results for COCCN(C(=O)C1CC1)c1nnc(-c2ccc(C)cc2)s1 ?
RAD54 branch: -2

Results for Cc1ccc(C(C(=O)NC2CCCCC2)N(CC2CCCO2)C(=O)CNC(=O)c2cccs2)cc1 (configuration not stated) ?
RAD54 branch: 1

How did Cc1ccc(N(C(=O)Cn2nnc(-c3ccc(F)cc3)n2)C(CC(C)C)C(=O)NCC2CCCO2)cc1 (configuration not stated) do in these assays?
RAD54 branch: -3

How did CC(C)(C)NS(=O)(=O)c1ccc2nc(NC(=O)Cc3cccs3)sc2c1 do in these assays?
RAD54 branch: 1

Results for Cc1cccc(NC(=O)CNc2cc(C)ccc2C)c1 ?
RAD54 branch: -6

How did COc1cc(-c2nnc(-c3ccc(S(=O)(=O)c4ccccc4)cc3)o2)cc(OC)c1OC do in these assays?
RAD54 branch: 0

How did Cc1cc(C)n2nc(C(=O)Nc3ccc(S(=O)(=O)N4CCCCC4)cc3)nc2n1 do in these assays?
RAD54 branch: 3

Results for Cc1ccc(CS(=O)(=O)c2ccccc2-c2nnc(-c3ccc(Cl)cc3)o2)cc1 ?
RAD54 branch: -2

What do the screens show for `O=C(Cn1cccc1)N1CCN(C(c2ccccc2)c2ccccc2)CC1`?
RAD54 branch: -6

What do the screens show for `COc1ccc(C(=O)N2CCC(C(=O)Nc3ccc4c(c3)OCCO4)CC2)cc1`?
RAD54 branch: -2

Results for CCOc1cccc2cc(-c3nnc(NCc4ccco4)s3)c(=O)oc12 ?
RAD54 branch: -6

What do the screens show for `COc1ccc(C2(CNC(=O)Cc3ccccc3)CCCC2)cc1OC`?
RAD54 branch: -21

What do the screens show for `CS(=O)(=O)NCCSCc1c(F)cccc1Cl`?
RAD54 branch: -3

How did O=C(O)c1cccc(N2C(=O)CSC2c2c(F)cccc2Cl)c1 (configuration not stated) do in these assays?
RAD54 branch: -1

Results for CCCC(=O)OCC(=O)Nc1cc(C(C)(C)C)nn1-c1ccccc1 ?
RAD54 branch: -5

How did COC(=O)c1ccc(-n2nnnc2SC)cc1 do in these assays?
RAD54 branch: 9

How did CCSc1nc2nc(C)cc(C)n2n1 do in these assays?
RAD54 branch: 2

What do the screens show for `CCn1nccc1C(=O)Nc1ccc(C)c(C)c1`?
RAD54 branch: -1

How did C=CCSc1nnc(-c2ccccc2N=Cc2c(C)[nH]n(-c3ccccc3)c2=O)c(=O)[nH]1 do in these assays?
RAD54 branch: -2

Molecules from the list above containing a halogen:
What do the screens show for `Cc1c(Cl)cccc1Nc1nc(N)nc(CN2CCc3ccccc3C2)n1`?
RAD54 branch: -4

Results for O=C(Nc1cccc(F)c1)c1ccc(-c2cccnc2)c2ccoc12 ?
RAD54 branch: 2

What do the screens show for `COc1ccc(C(=O)Nc2c(F)c(F)c(F)c(F)c2F)c(OC)c1`?
RAD54 branch: -1

How did COc1ccc(C)cc1NC(=S)NNC(=O)c1ccccc1Cl do in these assays?
RAD54 branch: 2

Results for CCC1c2ccc(C)n2CCN1C(=O)Nc1cc(Cl)ccc1OC (configuration not stated) ?
RAD54 branch: -15

Results for COc1cc2c(C(=O)NCCCN3CCN(c4cccc(Cl)c4)CC3)cn(C)c(=O)c2cc1OC ?
RAD54 branch: -3

How did Cc1ccc(N(C(=O)Cn2nnc(-c3ccc(F)cc3)n2)C(CC(C)C)C(=O)NCC2CCCO2)cc1 (configuration not stated) do in these assays?
RAD54 branch: -3

Results for Cc1ccc(CS(=O)(=O)c2ccccc2-c2nnc(-c3ccc(Cl)cc3)o2)cc1 ?
RAD54 branch: -2

What do the screens show for `CS(=O)(=O)NCCSCc1c(F)cccc1Cl`?
RAD54 branch: -3

How did O=C(O)c1cccc(N2C(=O)CSC2c2c(F)cccc2Cl)c1 (configuration not stated) do in these assays?
RAD54 branch: -1

Next section.
Results for CN1c2ccccc2C(O)=C(C(=O)Nc2ccccc2)S1(=O)=O ?
RAD54 branch: -13

How did CNC(=O)/C(C#N)=c1\s/c(=C/C(=O)OC)c(=O)n1-c1ccccc1 do in these assays?
RAD54 branch: 2

How did O=C(COC(=O)CSc1nnc(-c2ccc(Cl)cc2)o1)NCc1ccc2c(c1)OCO2 do in these assays?
RAD54 branch: 5

How did CC1CCN(C(=S)c2ccc3c(c2)OCO3)CC1 do in these assays?
RAD54 branch: 1

What do the screens show for `CCOc1ccc2nc(N3CCCN(C(=O)Nc4ccccc4C)CC3)c(C#N)cc2c1`?
RAD54 branch: -2

How did O=C(CCC1CCCCC1)NCc1cccs1 do in these assays?
RAD54 branch: -2

Results for COCCNc1ncnc2c1cnn2-c1ccc(Cl)cc1 ?
RAD54 branch: 6

Results for COc1ccc(C)cc1S(=O)(=O)N1CCC(C(=O)NCCC2=CCCCC2)CC1 ?
RAD54 branch: -14

What do the screens show for `COC(=O)C1CCN(S(C)(=O)=O)CC1`?
RAD54 branch: -4

What do the screens show for `CCC(C)(C)n1nnnc1C(C(C)C)N(CCN1CCOCC1)Cc1cc2cccc(C)c2[nH]c1=O` (configuration not stated)?
RAD54 branch: -5

How did COc1cc(C(=O)Nc2sc3c(c2C(=O)NCc2ccco2)CCCC3)cc(OC)c1OC do in these assays?
RAD54 branch: 5

How did CC1CCCCN1C(=O)CN1C(=O)CN(C)C(=O)c2ccccc21 (configuration not stated) do in these assays?
RAD54 branch: -2

How did Cc1nc(SCC(=O)N2CCc3ccccc32)n[nH]1 do in these assays?
RAD54 branch: 1

How did CSC1=N/C(=C\c2ccccc2F)C(=O)S1 do in these assays?
RAD54 branch: -5

How did CCN1CCN(CCNC(=O)c2ccc(CS(=O)(=O)c3ccccc3C)o2)CC1 do in these assays?
RAD54 branch: 5

How did Cc1cc(C)c(OCCOCCN2CCNCC2)c(C)c1 do in these assays?
RAD54 branch: -11

How did COc1ccc(C/C(=N\OC(C)=O)c2ccc(OC)cc2)cc1 do in these assays?
RAD54 branch: -11

Results for CCOC(=O)N1CCC2(CC1)C(C(=O)C13CC4CC(CC(C4)C1)C3)C2(C#N)C#N (configuration not stated) ?
RAD54 branch: -6

Results for CCCN=C1N(C)C[C@@H]2[C@@H]3C(=O)N(Cc4ccccc4)C(=O)[C@@H]3[C@](C)(C(=O)OC)N12 ?
RAD54 branch: -2

What do the screens show for `Cc1ccc(Cn2ccc(NC(=O)c3cc4nc(-c5ccco5)cc(C(F)(F)F)n4n3)n2)cc1`?
RAD54 branch: 4

What do the screens show for `COc1cc(OC)c(OC)cc1CN1CCCC(C(=O)N2CCCCC2)C1` (configuration not stated)?
RAD54 branch: -1

Results for CC(C)CNc1nc2c(c(=O)n(C)c(=O)n2C)n1Cc1cccc(Br)c1 ?
RAD54 branch: 2

What do the screens show for `Oc1ccc(-c2cn3c(n2)SCC3)cc1O`?
RAD54 branch: 7

What do the screens show for `CCOc1ccc(C=O)cc1CN1CCCCC1`?
RAD54 branch: 6

How did CC1CCCCC1NC(=O)C1CCN(S(=O)(=O)N2CCC3(CC2)OCCO3)CC1 (configuration not stated) do in these assays?
RAD54 branch: 3

How did CC(=O)C1=C(O)C(=O)N(C2CCCCC2)C1c1ccccc1 (configuration not stated) do in these assays?
RAD54 branch: -7

What do the screens show for `CNc1csc(C)c(C)c1=O`?
RAD54 branch: -5

Results for O=C(O)C1CSC2(c3ccc4c(c3)OCCO4)CCC(=O)N12 (configuration not stated) ?
RAD54 branch: -9

Results for COc1ccc(C2(C(=O)Nc3ccc(C(=O)N4CCOCC4)cc3)CCOCC2)cc1 ?
RAD54 branch: -5

What do the screens show for `N=c1nc(SCCC(=O)O)ss1`?
RAD54 branch: -13

Results for Cc1cccc(N2CC(C)Cn3c2nc2c3c(=O)n(CC(=O)OCc3ccccc3)c(=O)n2C)c1 (configuration not stated) ?
RAD54 branch: -2

Results for C/C(=N\NC(=O)c1c(Br)c(C)nn1C)c1cccc(NC(=O)C2CCC2)c1 ?
RAD54 branch: -3

What do the screens show for `O=C(N/N=C/c1cccc([N+](=O)[O-])c1)c1ccc2nc[nH]c2c1`?
RAD54 branch: -5

Results for CSCCC(NC(=O)C1CCC(C)CC1)C(=O)NCCN1CCOCC1 (configuration not stated) ?
RAD54 branch: -2

What do the screens show for `CCCOc1ccc(N2C(=O)CC(SC(=NC)Nc3ccc(F)cc3)C2=O)cc1` (configuration not stated)?
RAD54 branch: 6

What do the screens show for `CCCn1c(=O)c2c(C(F)(F)F)cc(-c3ccco3)nc2n(CCC)c1=O`?
RAD54 branch: 7

3 compounds out of the list, ordered by heavy-atom count, rising:
Results for C/C(=N\NC(=O)c1c(Br)c(C)nn1C)c1cccc(NC(=O)C2CCC2)c1 ?
RAD54 branch: -3

Results for COc1ccc(C2(C(=O)Nc3ccc(C(=O)N4CCOCC4)cc3)CCOCC2)cc1 ?
RAD54 branch: -5

Results for Cc1cccc(N2CC(C)Cn3c2nc2c3c(=O)n(CC(=O)OCc3ccccc3)c(=O)n2C)c1 (configuration not stated) ?
RAD54 branch: -2

More results
What do the screens show for `O=C(Nc1ccc2c(c1)OCCO2)c1cnc2ccccn2c1=O`?
RAD54 branch: -6

What do the screens show for `COc1cccc(Cn2nnc3c(=O)[nH]c(C4CCCN(C(=O)c5ccccc5Cl)C4)nc32)c1` (configuration not stated)?
RAD54 branch: -1

Results for O=C1CC(c2ccccc2)n2nc(NS(=O)(=O)c3ccccc3)nc2N1 (configuration not stated) ?
RAD54 branch: -1

How did CN(C(=O)c1ccc2c(=O)n3c(nc2c1)CCCCC3)c1ccccc1 do in these assays?
RAD54 branch: 4

How did COc1ccccc1-n1c(SCC(=O)N2CCCCC2)nnc1-c1ccccc1O do in these assays?
RAD54 branch: 3

What do the screens show for `CC(=O)NCC(=O)N(c1ccccc1)C1(C(=O)NC2CCCCC2)CCCCC1`?
RAD54 branch: 0

How did Cc1cc(OCC(=O)NCc2nc(-c3ccccc3)no2)c(C)cc1Br do in these assays?
RAD54 branch: 0

What do the screens show for `O=C(O)CCCC(=O)NCCCCc1ccccc1`?
RAD54 branch: -3

How did CCC(C)(C)NC(=O)C(c1cccn1C)N(C(=O)Cn1nnc2ccccc21)c1ccc(F)cc1 (configuration not stated) do in these assays?
RAD54 branch: 2

How did O=C(Cn1c(-c2ccc(Cl)cc2)noc1=O)N1CCN(c2ccccc2F)CC1 do in these assays?
RAD54 branch: -15

Results for COC(=O)CSc1nc(C(C)C)nc2ccccc12 ?
RAD54 branch: -21

What do the screens show for `CN(C)c1ccc(C(=O)n2nnc3ccccc32)cc1`?
RAD54 branch: 0

Results for CCc1ccc(-c2nc(CN3CCCC(C(=O)NCCc4ccc(OC)c(OC)c4)C3)c(C)o2)cc1 (configuration not stated) ?
RAD54 branch: 7

How did COc1ccccc1CNC(=O)C1CCN(S(C)(=O)=O)CC1 do in these assays?
RAD54 branch: -4

What do the screens show for `COC(=O)CCCCC1SCC(NC(=O)OC)C1NC(=O)OC` (configuration not stated)?
RAD54 branch: -3

Results for COc1cccc(C(=O)N(Cc2ccco2)Cc2cc3cccc(C)c3[nH]c2=O)c1 ?
RAD54 branch: 4

What do the screens show for `Cc1cccc(NC(=O)C2CCCN(C(=O)Nc3ccccc3)C2)c1C` (configuration not stated)?
RAD54 branch: 10

Results for CCOc1ccc(NC(=O)CNc2ccc(C)cc2Cl)cc1 ?
RAD54 branch: 7

Results for CC(NC(=O)C1CCCN(C(=O)N(C)C)C1)c1ccccc1 (configuration not stated) ?
RAD54 branch: -1

Results for CCCCNC(=O)C1c2cc(OC)c(OC)cc2C(=O)N(C)C1c1ccc(OC)cc1 (configuration not stated) ?
RAD54 branch: 2

How did CN(C)c1nc(OCC(=O)NC(C)(C)C)nc(N(C)C)n1 do in these assays?
RAD54 branch: -3

What do the screens show for `CC([NH2+][O-])C(C)(C)NO` (configuration not stated)?
RAD54 branch: -5

Results for CCOc1cc(-c2cc(-c3ccccc3)nc(N)c2C#N)ccc1O ?
RAD54 branch: -1

Results for COc1ccc(NC(=O)CSc2nnc(-c3ccccn3)n2N)cc1 ?
RAD54 branch: 5

How did CC(C)=CCC/C(C)=C/CNC(=O)C[C@H]1C[C@H](C(=O)N2CCOCC2)[C@@]2(C)c3[nH]c4cc(-c5ccco5)ccc4c3CCN2C1=O do in these assays?
RAD54 branch: -5

What do the screens show for `Clc1ccc(CSc2ncn(-c3ccccc3)n2)cc1`?
RAD54 branch: -2

How did COC(=O)/C=C1\N/C(=N/c2nc(C)c3cc(OC)ccc3n2)NC1=O do in these assays?
RAD54 branch: 6

Only part of the results is shown. The share of hits here may be higher or lower than overall.
